L3MBTL1 inh: L3MBTL1 (human) inhibition; AlphaScreen L3MBTL1–H3K9me1 peptide binding; 230,000 compounds, 0.66% hits; Q9Y468; Potency, µM (top dose mostly 57.1 µM), for the others: top-dose activity, negative = inhibition, most hits filed as inhibitors; active means well fitted inhibition curve with a large enough effect; inconclusive means small, poorly fitted or top-dose-only effect; inactive means no such curve, though single readings can be large or run the other way; further: nearly all actives have a fitted effect of over 60% in size
Target sequence (Q9Y468 whole entry, looked up): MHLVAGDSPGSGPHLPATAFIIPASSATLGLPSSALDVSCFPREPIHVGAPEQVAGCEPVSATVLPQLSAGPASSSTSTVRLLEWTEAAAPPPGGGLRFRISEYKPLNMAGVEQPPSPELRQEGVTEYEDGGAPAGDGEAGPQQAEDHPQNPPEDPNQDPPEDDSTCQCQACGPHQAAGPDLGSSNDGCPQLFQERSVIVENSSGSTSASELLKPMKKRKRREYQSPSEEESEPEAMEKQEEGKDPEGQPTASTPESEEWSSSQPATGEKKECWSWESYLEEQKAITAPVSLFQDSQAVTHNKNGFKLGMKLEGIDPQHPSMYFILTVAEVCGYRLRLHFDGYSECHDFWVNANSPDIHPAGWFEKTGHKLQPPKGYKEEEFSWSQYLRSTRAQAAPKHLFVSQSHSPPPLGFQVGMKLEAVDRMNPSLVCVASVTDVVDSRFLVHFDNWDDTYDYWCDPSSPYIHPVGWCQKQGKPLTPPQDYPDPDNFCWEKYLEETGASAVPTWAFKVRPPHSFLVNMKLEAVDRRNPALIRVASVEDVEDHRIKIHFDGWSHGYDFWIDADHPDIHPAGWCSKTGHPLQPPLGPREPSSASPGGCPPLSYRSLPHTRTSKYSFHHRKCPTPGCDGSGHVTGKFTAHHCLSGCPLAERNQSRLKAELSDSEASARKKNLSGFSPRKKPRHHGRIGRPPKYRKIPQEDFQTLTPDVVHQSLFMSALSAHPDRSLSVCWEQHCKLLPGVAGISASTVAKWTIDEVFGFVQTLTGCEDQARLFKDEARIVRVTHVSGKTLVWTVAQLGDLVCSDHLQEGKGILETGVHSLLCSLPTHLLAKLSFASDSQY
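AlphaScreen proximity signal between nickel-chelate acceptor and streptavidin donor beads (final 10 ug/mL) reports binding of 50 nM L3MBTL1 to 75 nM biotin-H3 K9me1 peptide; complex incubated with compounds 30 min at room temperature; cefsulodin titration as control.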
Numbers without * were called inactive; ? = inconclusive. On the % scale 0 is the no-effect control and ±100 the full control effect; potency means the concentration at half of the fitted maximal effect.

SMILES | L3MBTL1 inh
CCN(CC(=O)NCc1cccs1)C(=O)c1ccc(OC)c(OC)c1 | 11.1%
OCC[C@@H]1C[C@@H](O)[C@H](O)[C@]2(CCc3ccccc3CO2)O1 | ?
COc1ccc(C=NNc2ccc(S(=O)(=O)Nc3ccccc3C(=O)O)cc2[N+](=O)[O-])c(OC)c1 | ?
CCc1noc(C)c1C(=O)Nc1cc(Cl)ccc1N1CCOCC1 | -1.4%
O=C(CSc1nc(C(F)(F)F)cc(=O)[nH]1)Nc1ccc2c(c1)OCCO2 | 7.5%
COCCn1c(SCC(=O)c2c(N)n(C3CC3)c(=O)[nH]c2=O)nnc1-c1cccc(C)c1 | 4.4%
CC1(C)CC(NC(=O)c2cc(S(=O)(=O)N3CCOCC3)c(Cl)cc2Cl)CC(C)(C)N1 | 7.0%
CCc1nnc(NC(=O)CCS(=O)(=O)c2ccc(C)cc2)s1 | 0.6%
COc1ccc(Br)c(C(=O)Nc2cccc(S(=O)(=O)N3CCOCC3)c2)c1 | 2.3%
CCN(CC(=O)Nc1c(F)cccc1F)C(=O)Cc1csc(-c2ccc(OC)c(OC)c2)n1 | 1.5%
CCC(Oc1ccc(F)cc1)C(=O)N1CCCCCCC1 (stereo unspecified) | 2.9%
COc1cccc(C(=O)OCC(=O)NC2CCCc3ccccc32)c1O (stereo unspecified) | -2.0%
CC1CCCN(CC(=O)Nc2cc(S(=O)(=O)N3CCOCC3)ccc2N2CCCC2)C1 (stereo unspecified) | -1.3%
COc1ccc(C(=O)NCc2ccncc2)cc1S(=O)(=O)NCc1ccc(Cl)cc1 | 1.5%
Cc1cc(NC(=O)CSc2nc(=O)n3cc(Cl)ccc3n2)no1 | -0.3%
NC(=O)c1ccc(NC(=O)COC(=O)C2COc3ccccc3O2)cc1 (stereo unspecified) | 2.7%
Cc1noc(NS(=O)(=O)c2ccc(NC(=O)COc3ccc(C#N)cc3)cc2)c1C | 0.3%
CCC1CCCCN1S(=O)(=O)c1ccc([N+](=O)[O-])cc1 (stereo unspecified) | -3.9%
CCN(C(=O)COC(=O)c1ccc(C)c(S(=O)(=O)N2CCCCC2)c1)C1CCS(=O)(=O)C1 (stereo unspecified) | 3.7%
COc1cc2c(cc1OC)CN(C1CCCN(Cc3cc(Cl)ccc3O)C1)CC2 (stereo unspecified) | 18.2%
CC(C)CN1CCN=C1N(C)C | -7.3%
CCN(CC(=O)Nc1ccc(NC(C)=O)cc1)C(=O)Cc1ccc(S(=O)(=O)N2CCOCC2)s1 | 1.6%
Cc1cc(C)cc(OCC(=O)OCC(=O)N2CCc3ccccc32)c1 | 11.4%
CCCN1CCC(N(CCc2ccccc2)Cc2ccccc2)CC1 | -5.5%
CC(C)(C)OC(=O)NCc1ccc(CNC(=O)c2[nH]cnc2C(=O)NC2CCN(C(=O)OC(C)(C)C)CC2)cc1 | -3.9%
Cc1ccc(N2C(=O)N(CC(=O)N3c4ccccc4CC3C)C(=O)C2C)cc1 (stereo unspecified) | -8.8%
Nc1cccc(-c2cn(-c3cc4cc(C#CC5(O)CCCCC5)ccc4oc3=O)nn2)c1 | -10.6%
CC12CCC(=O)N1C(C(=O)OCC(=O)Nc1ccc(C(F)(F)F)cc1)CS2 (stereo unspecified) | 1.2%
CS(=O)(=O)c1ccc(Cl)c(NC(=O)CNC(=O)c2ccc3c(c2)OCO3)c1 | -3.5%
C=CCn1c(C)cc(C(=O)COC(=O)/C=C/c2c(C)nn(C3CCS(=O)(=O)C3)c2Cl)c1C (stereo unspecified) | -7.0%
COc1ccc(NC(=O)COc2ccccc2Cl)cc1S(=O)(=O)N1CCCCC1 | 0.7%
COc1cc(C#Cc2c(-c3cncn3C)n(C)c3ccc(-c4ccc(CN5CCOCC5)cc4)cc23)cc(OC)c1 | ?
CC(=O)c1cccc(NC(=O)CSc2nc(=O)n(CCCN3CCOCC3)c3c2CCC3)c1 | 2.6%
Cc1ccc(C)c(OCCC(=O)OCC(=O)NC2CC2)c1 | 9.7%
COCCN(C(=O)COC(=O)/C=C/c1cccc(C(F)(F)F)c1)c1c(N)n(CC(C)C)c(=O)[nH]c1=O | 7.3%
CC(=O)c1ccc(N2CCN(S(=O)(=O)c3ccc4ccccc4c3)CC2)cc1 | -4.2%
CN(CC(=O)Nc1cccc(F)c1)C(=O)C1CC(=O)N(Cc2ccco2)C1 (stereo unspecified) | 3.9%
COc1ccc(/C=C/C(=O)NNC(=O)C(C)Oc2ccccc2F)cc1OC (stereo unspecified) | 2.5%
C[C@]12c3[nH]c4ccccc4c3CCN1C(=O)C(CC(=O)NCc1ccco1)C[C@@H]2C(=O)N1CCCCC1 (stereo partly specified) | -4.5%
N#Cc1cccc(C(=O)OCC(=O)NC(=O)NC2CCCCC2)c1 | -1.0%
COc1cc(/C=C/C(=O)OCC(=O)NCc2ccc(F)cc2)ccc1O | -7.1%
CC(=O)c1cccc(NCC(=O)Nc2cccc(S(=O)(=O)N3CCCCC3)c2)c1 | -4.5%
COc1cc(OC)cc(-c2c(-c3ccc(F)cc3)c3cc(-c4ccc5[nH]ccc5c4)ccc3n2C)c1 | -13.2%
CC(=O)Nc1ccc(C(=O)Nc2ccc(S(=O)(=O)N3CCOCC3)cc2)cc1 | 1.9%
O=C(COc1ccc(Cl)cc1Cl)Nc1cccc(-c2ccc(N3CCOCC3)nn2)c1 | -3.4%
COc1cccc(/C=C/C(=O)OCC(=O)NC2CC2)c1 | -3.8%
CCOC(=O)C1CCCN(C(=O)c2ccc(S(=O)(=O)N3CCCC3)cc2)C1 (stereo unspecified) | -3.6%
O=C(Cn1nc(C(=O)O)c2ccccc2c1=O)Nc1cc(S(=O)(=O)N2CCOCC2)ccc1Cl | 1.5%
CN(C(=O)COC(=O)COc1ccc(Cl)cc1Cl)c1c(N)n(Cc2ccccc2)c(=O)[nH]c1=O | 7.7%
O=C1c2ccccc2[C@@H]2C[C@@H](O)[C@H](Nc3ccccc3)CCN12 | 5.7%
CC(C)(C)C1CCC(C(=O)Nc2ccc(N3CCOCC3)cc2N2CCOCC2)CC1 (stereo unspecified) | -7.0%
O=C(c1ccc(NS(=O)(=O)c2ccc(Cl)c(Cl)c2)cc1)N1CCOCC1 | 8.0%
COc1ccccc1N(C)S(=O)(=O)c1ccc(Cl)c(C(=O)NCC2(N(C)C)CCCCC2)c1 | 4.9%
O=C(NCC(c1ccco1)N1CCCCC1)c1cnc(Cl)c(Cl)c1 (stereo unspecified) | 3.8%
O=C(CCCCO)c1ccc(O)c(Cl)c1 | -16.0%
CN(CC(=O)Nc1ccccc1Br)C(=O)Cn1[nH]c(=O)c2ccccc2c1=O | -1.8%
Oc1cc(-c2cccnc2)cc2cccnc12 | 7.94µM*
CC(OC(=O)C1CCN(c2ccc(C(F)(F)F)cn2)CC1)C(=O)Nc1cccc([N+](=O)[O-])c1 (stereo unspecified) | -13.6%
COc1ccc(CC(=O)Nc2cccc(Cl)c2C)cc1S(=O)(=O)N1CCOCC1 | -0.5%
CC(C)n1nc(C(=O)Nc2ccc3c(c2)OCO3)c2ccccc2c1=O | -17.2%
(continued)
SMILES | L3MBTL1 inh
Cn1cccc1C(=O)OCC(=O)Nc1ccc2[nH]c(=O)[nH]c2c1 | 6.5%
NNC(=O)C1COc2cc3ccccc3cc2O1 (stereo unspecified) | -6.6%
CCCSc1ccc([C@H]2N[C@@](C)(C(=O)OC)[C@H]3C(=O)N(C)C(=O)[C@@H]23)cc1OC | -1.4%
CCOc1cc(N2CCOCC2)c(OCC)cc1NC(=O)c1cc(S(=O)(=O)N2CCOCC2)ccc1F | 2.1%
CCc1cc(Cn2nc(-c3ccccc3)cc2C(=O)O)on1 | -10.9%
CCOc1ccc(S(=O)(=O)Nc2ccc(C(=O)NCCCN3CCCC3=O)cc2)cc1 | 1.0%
CN(CC(=O)Nc1ccc(Cl)c(C(F)(F)F)c1)C(=O)Cn1cc([N+](=O)[O-])ccc1=O | -0.6%
Cc1nn(-c2ccccc2)c(Cl)c1C(=O)OCC(=O)NCCc1ccc(S(N)(=O)=O)cc1 | 12.1%
CN1CCC(N(C)C(=O)c2ccc(Cl)c(S(=O)(=O)Nc3cc(Cl)ccc3Cl)c2)CC1 | 2.8%
CCN(CC(=O)Nc1ccc(NC(C)=O)cc1)C(=O)c1ccc(N2CCCC2)c([N+](=O)[O-])c1 | -8.8%
Cc1noc(C)c1COc1ccc(C(=O)N2CCN(c3cccc(Cl)c3)CC2)cc1 | -7.3%
COc1ccc(OC[C@@H](O)CNC(=O)c2cccc3c2C(=O)c2ccc(-c4ccc(F)cc4OCc4ccccc4)cc2S3(=O)=O)cc1 | -10.8%
O=C(O)c1ccc(S(=O)(=O)N2CCC3(CC2)CC(=O)c2ccccc2O3)cc1 | -8.3%
CCN(CC(=O)Nc1ccccc1C(F)(F)F)C(=O)CSCc1ccc(C)cc1 | -3.1%
O=C(c1ccccc1F)N1CCN(S(=O)(=O)c2ccc3ccccc3c2)CC1 | 3.8%
COc1ccc(NS(=O)(=O)c2cccc(C(=O)NCC(c3ccc(OC)cc3)N3CCCC3)c2)cc1 (stereo unspecified) | -8.3%
C[C@@H](O)Cc1cn(CC(=O)NCCCCCCCCCCC(=O)N2CCNCC2)nn1 | -0.1%
O=C(COC(=O)CNC(=O)c1ccccc1)NC1CCCC1 | 2.0%
CCOc1ncccc1C(=O)OCC(=O)c1c[nH]c2ccccc12 | 1.1%
Cc1cc(Cl)ccc1OCC(=O)Nc1cccc(S(=O)(=O)NC2=NCCCCC2)c1 | -4.4%
COc1cc(OC)cc(C(=O)NCC(=O)OCC(=O)NC(C)CCc2ccccc2)c1 (stereo unspecified) | -5.3%
CN(C)S(=O)(=O)c1ccc(N2CCCC2)c(C(=O)NC2(C)CCS(=O)(=O)C2)c1 (stereo unspecified) | 1.1%
COc1ccc(Cl)cc1NC(=O)COC(=O)c1cc(C)oc1C | 2.3%
CC(C)Cn1c(N)c(C(=O)COC(=O)CCc2nc3ccccc3c(=O)[nH]2)c(=O)n(C)c1=O | 3.9%
CCCC1(CCC)NC(=O)N(CC(=O)Nc2ccc(Cl)c(S(=O)(=O)N3CCOCC3)c2)C1=O | -1.5%
CN(C)S(=O)(=O)NC(=O)C1=C(N2CCCC2)COC1=O | -4.3%
CCCN(CC(=O)Nc1ccccc1C)C(=O)CCCNC(=O)c1ccc(Cl)cc1 | 1.8%
O=C(COc1ncnc2ccccc12)NC1CCCC1 | 1.7%
Cc1cccc(NC(=O)CNC(=O)c2ccc3c(c2)OCO3)n1 | 5.6%
COc1cc(NC(=O)CSc2nc(=O)n(CCCN3CCOCC3)c3c2CCC3)cc(OC)c1 | 8.9%
C=CC[C@H](CC(=O)OC(C)(C)C)C(=O)OC[C@@H]1CCCN1C(=O)[C@H](CC=C)CC(=O)N[C@H](CO)Cc1ccccc1 | -7.2%
C#CCOCCOCCOCCNc1nc(N2CCN(C(=O)CCCCCCCCCCNC(=O)[C@H](CCCCN)n3cc(CCCC(=O)O)nn3)CC2)nc(N2CCN(C(=O)CCCCCCCCCCNC(=O)[C@H](CCCN=C(N)N)n3cc(C[C@@H](C)CC)nn3)CC2)n1 | -1.5%
O=C(COC(=O)C1CCN(S(=O)(=O)c2ccc3c(c2)OCCO3)CC1)NC1CCCCC1 | 6.1%
CCc1noc(C)c1C(=O)Nc1cc(S(=O)(=O)N2CCOCC2)ccc1OCC(F)(F)F | -5.3%
CC(C)C(C)NC(=O)COC(=O)C1CCN(S(=O)(=O)c2ccc3c(c2)OCCO3)CC1 (stereo unspecified) | 0.8%
O=C(NNC(=O)c1cc(Cl)ccc1[N+](=O)[O-])c1csc(N2CCOCC2)n1 | 9.7%
O=C(/C=C/c1ccccc1Cl)NNC(=O)c1ccncc1 | -2.7%
CN(C)C(=O)c1ccc(NC(=O)CSc2nnc(-c3cccs3)n2N)cc1 | -5.0%
CC1(C)CC(=O)C=C(c2ccc(OC(F)(F)F)cc2)C1 | -8.3%
CC(C)(C)OC(=O)NCCCCCNC(=O)c1ncn(Cc2ccccc2)c1C(=O)NCCCCCNC(=O)OC(C)(C)C | 2.0%
COCCn1c(Cc2ccccc2)nnc1SCC(=O)Nc1oc(C)c2c(C)n[nH]c(=O)c12 | 8.3%
CC(C)(C)OC(=O)C[C@H]1C/C=C\C[C@@H](CC(=O)NCCO)C(=O)N2CCC[C@H]2COC1=O | 4.4%

Reformatted: entries from further up.
| L3MBTL1 inh | structure |
| --- | --- |
| -5.3% | CCc1noc(C)c1C(=O)Nc1cc(S(=O)(=O)N2CCOCC2)ccc1OCC(F)(F)F |
| -2.7% | O=C(/C=C/c1ccccc1Cl)NNC(=O)c1ccncc1 |
| 8.9% | COc1cc(NC(=O)CSc2nc(=O)n(CCCN3CCOCC3)c3c2CCC3)cc(OC)c1 |
| -1.5% | C#CCOCCOCCOCCNc1nc(N2CCN(C(=O)CCCCCCCCCCNC(=O)[C@H](CCCCN)n3cc(CCCC(=O)O)nn3)CC2)nc(N2CCN(C(=O)CCCCCCCCCCNC(=O)[C@H](CCCN=C(N)N)n3cc(C[C@@H](C)CC)nn3)CC2)n1 |
| -5.3% | COc1cc(OC)cc(C(=O)NCC(=O)OCC(=O)NC(C)CCc2ccccc2)c1 (stereo unspecified) |

Quoted at random: 5 records from the list
SMILES | L3MBTL1 inh
C#CCOCCOCCOCCNc1nc(N2CCN(C(=O)CCCCCCCCCCNC(=O)[C@H](CCCCN)n3cc(CCCC(=O)O)nn3)CC2)nc(N2CCN(C(=O)CCCCCCCCCCNC(=O)[C@H](CCCN=C(N)N)n3cc(C[C@@H](C)CC)nn3)CC2)n1 | -1.5%
CC(C)Cn1c(N)c(C(=O)COC(=O)CCc2nc3ccccc3c(=O)[nH]2)c(=O)n(C)c1=O | 3.9%
CC(C)(C)OC(=O)C[C@H]1C/C=C\C[C@@H](CC(=O)NCCO)C(=O)N2CCC[C@H]2COC1=O | 4.4%
Cc1cccc(NC(=O)CNC(=O)c2ccc3c(c2)OCO3)n1 | 5.6%
CCc1noc(C)c1C(=O)Nc1cc(S(=O)(=O)N2CCOCC2)ccc1OCC(F)(F)F | -5.3%

High-throughput results as filed in PubChem BioAssay.

Only part of the results is shown. The share of hits here may be higher or lower than overall.
